Bioassay records: PubChem BioAssay, several laboratories
T cell HTS – T cell immune modulation candidate | 330,000 tested, 0.068% active | AID 2052 | 2C CD8+ T cell-vesicle binding, flow cytometry; active compounds read low | calls only at 7 µM;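 active = response, share of CD8 T cells binding vesicles, and their 90th percentile fluorescence all below set limits, cut at about 80% in these data, passing the limit was not always enough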
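Assay system – 2C mouse CD8+ T cells · Also added – QL9-loaded Drosophila micro-vesicles · Timing – Cell–vesicle co-incubation 1.5 h at 37 °C, staining 20 min on ice · Signal – flow cytometry of vesicle-bound cells · Measure – percent CD8+ FL2 mean versus row control · Controls – Peptide-free naked vesicles (low) and QL9 vesicles with 0.7% DMSO vehicle (high)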
bCat nuc transl – beta-catenin nuclear translocation modulation | HeLa beta-catenin nuclear translocation, immunofluorescence imaging | nuclear translocation activity, % at 5 µM | 190,000 tested, 0.3% active | AID 1665;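 active = nuclear translocation activity above 50% at 5 µM, with a well cell count of 50 or more; inconclusive = wells under 50 cells across six images, flagged as toxic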;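 also: per-cell ratio of nuclear to cytoplasmic median beta-catenin stain intensity; plate controls were DMSO negative control for no effect and GSK-3 inhibitor IX positive control for full effect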
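Test system: human HeLa cell line; Doses: 5 µM primary, 0.02–20 µM confirmation; Incubation: 24 h compound exposure, 37°C; Detection: beta-catenin immunofluorescence imaging with DAPI; Read-out: beta-catenin nuclear/cytoplasmic ratio, % activation.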
PhoP inhibition – PhoP-dependent GFP reporter repression – Salmonella Typhimurium, primary screen (AID 1863); inhibition, % at 50 µM; hits with a dose series show IC50 in µM; 300,000 tested, 0.16% active; S. Typhimurium PhoP-regulated promoter GFP reporter, 4 h; higher % means a stronger effect;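 active = inhibition over 29.93%, a cutoff 3 SD above the screen mean, later confirmed by dose response; inconclusive = inhibition over 29.93% but no dose response follow-up; inactive = inhibition at most 29.93% or unconfirmed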;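 also: 0% = low Mg2+ inducing control and 100% = high Mg2+ repressing control; strong numbers were not always called active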
Large T inhibition – SV40 large T antigen inhibitors, biochemical (AID 1903) | SV40 large T antigen ATPase/helicase inhibition assay; higher % means a stronger effect | inhibition, % at 20 µM; hits with a dose series show IC50 in µM | 310,000 tested, 0.39% active; in the data active = a potency from the dose series; inconclusive = inhibition mostly from about 32% at the one dose, without a potency; inactive = the rest, 99 in 100 with inhibition below about 32%; also: strong numbers were not always called active
Myeloid diff 2 – promotes myeloid progenitor differentiation | ER-HoxA9 myeloid progenitors, lysozyme-GFP differentiation, flow cytometry | calls only at 10 µM | 360,000 tested, 1% active | AID 624256;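 active = normalized GFP-positive differentiation at or above the plate's own cutoff, the solvent-only control mean plus 3 SD; inconclusive = no clear call, values can overlap the other calls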;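 also: cells exposed to compound for four days before flow analysis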
MgcRacGAP inhibition – MgcRacGAP GTPase-activating activity inhibitors, confirmation, biochemical, ADP Hunter fluorescence; 340,000 tested, 0.6% active; inhibition, % at 30 µM; hits with a dose series show IC50 in µM; AID 624330; MgcRacGAP-stimulated Rac1 GTP hydrolysis, ADP Hunter fluorescence; higher % means a stronger effect; GST-tagged Rac1 F28L mutant substrate;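 active = first-screen hits whose inhibition reached a set limit at any dose in the follow-up dose series; inconclusive = inhibition above the set first-screen limit but never retested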;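 also: fluorescence reports GDP produced by GAP-driven GTP hydrolysis; strong numbers were not always called active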
West Nile virus CPE – inhibition of WNV-induced cytopathic effect – cell-based, CPE readout (AID 1621) | West Nile virus-infected cells, CPE inhibition; higher % means a stronger effect | one-dose CPE inhibition, % at 10 µM; IC50 in µM for titrated hits | 290,000 tested, 0.02% active; in the data active = a potency from the dose series; inconclusive = CPE inhibition mostly from about 3.7% at the one dose, without a potency; inactive = the rest, 99 in 100 with CPE inhibition below about 2.2%; also: strong numbers were not always called active
RSV antiviral HEp-2 – RSV antiviral activity via CPE protection, HEp-2 cells, primary 10 µM value included (AID 2391). HEp-2 cells, RSV-induced CPE inhibition; higher % means a stronger effect. CPE inhibition, % at 10 µM, or IC50 in µM where a hit was titrated. 310,000 tested, 0.13% active; in the data active = a potency from the dose series; inconclusive = CPE inhibition mostly from about 23% at the one dose, without a potency; inactive = the rest, 99 in 100 with CPE inhibition below about 21%; also: strong numbers were not always called active
WT yeast gro inh – growth inhibition of WT yeast, mitochondrial fusion screen; 190,000 tested, 2.1% active; inhibition, % at 10 µM; mitochondrial fusion phenotypic screen, WT strain; in the data active = inhibition above about 58%; tested in S. cerevisiae
WT yeast gro inh mutant strain – also measured in WT yeast gro inh; calls as there; inhibition, %; mitochondrial fusion phenotypic screen, mutant strain inhibition
bCat nuc transl cell count 5 µM – also measured in bCat nuc transl; calls as there; cell count; measured here: cell count, cytotoxicity flag
T cell HTS vesicle-bound % – second read-out of T cell HTS, no call of its own (marks repeat the call); double positive events, %; measured here: CD8+ vesicle-bound cell fraction;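 binding gate set so that unloaded-vesicle control wells show 10% double positive cells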
Myeloid diff 2 GFP+ MAC1+ % – second read-out of Myeloid diff 2, no call of its own (marks repeat the call); GFP+ MAC1+ double positive, %; measured here: differentiation confirmed by MAC1 staining
* = called active by the depositor; i = inactive; ? = inconclusive; / = not tested or not shown.

A first look:
smiles	T cell HTS	T cell HTS vesicle-bound %	bCat nuc transl	bCat nuc transl cell count 5 µM	PhoP inhibition	Large T inhibition	Myeloid diff 2	Myeloid diff 2 GFP+ MAC1+ %	MgcRacGAP inhibition	West Nile virus CPE	RSV antiviral HEp-2	WT yeast gro inh	WT yeast gro inh mutant strain
O=C(COC(=O)c1c(Cl)ccc(Cl)c1Cl)NC1CCS(=O)(=O)C1 (centres undefined)	i	4	-1.9	1099	4%	-8%	i	0.8	0%	-0.1%	0.4%	1	-3
CN(C)c1ccc(C(=O)OCC(=O)NCC2CCCO2)cc1 (centres undefined)	i	44	-6.3	1249	1%	11%	i	0.8	1%	0.6%	0.6%	22	-61

The whole of this part, from the first entry:
smiles	T cell HTS	T cell HTS vesicle-bound %	bCat nuc transl	bCat nuc transl cell count 5 µM	PhoP inhibition	Large T inhibition	Myeloid diff 2	Myeloid diff 2 GFP+ MAC1+ %	MgcRacGAP inhibition	West Nile virus CPE	RSV antiviral HEp-2	WT yeast gro inh	WT yeast gro inh mutant strain
O=C(COC(=O)c1c(Cl)ccc(Cl)c1Cl)NC1CCS(=O)(=O)C1 (centres undefined)	i	4	-1.9	1099	4%	-8%	i	0.8	0%	-0.1%	0.4%	1	-3
CN(C)c1ccc(C(=O)OCC(=O)NCC2CCCO2)cc1 (centres undefined)	i	44	-6.3	1249	1%	11%	i	0.8	1%	0.6%	0.6%	22	-61
COc1ccc(C2C(C(=O)OC(C)C)=C(C)N=c3s/c(=C\c4cccs4)c(=O)n32)cc1 (centres undefined)	i	39	-0.9	1349	-9%	3%	i	1.0	11%	0.1%	?	3	-3
COc1ccc(-n2c(Cc3cccn3C)nnc2SCC(=O)NCC2CCCO2)cc1 (centres undefined)	i	53	1.7	1118	-7%	2%	i	1.7	-3%	-0.3%	-0.3%	-16	-16
CC(=O)N1c2ccccc2N2C(c3c(C)c(C)cc(C)c3C)=NON12	/	/	-0.1	1353	-4%	1%	i	0.8	-10%	-0.8%	/	20	-17
CCCc1cc(=O)oc2cc(OCC(=O)NCc3cccs3)ccc12	i	62	-1.6	532	-12%	8%	i	0.2	-2%	-0.7%	1.5%	-16	6
COC(=O)CCCC(=O)Nc1ccc(Cl)c(Cl)c1	i	46	-3.1	1163	-6%	-3%	i	1.0	4%	0.6%	-1.3%	-3	-5
COc1cccc(-n2cnnn2)c1	i	3	-0.6	1048	5%	75%	i	0.6	9%	0.1%	0.1%	4	-11
N#CCCOC1(C#CCN2CCCC2)CCCCC1	i	60	/	/	0%	27%	i	0.6	2%	-0.3%	0.7%	/	/
Cc1cc(C)c2[nH]c(=O)c(C(c3nnnn3Cc3ccc4c(c3)OCO4)N3CCC(C)CC3)cc2c1 (centres undefined)	i	42	1.3	546	0%	2%	i	1.3	6%	0.0%	6.8%	-3	-6
Cc1cc(C(=O)N(C)C)sc1-c1ccccc1	i	28	0.9	1042	1%	7%	i	0.3	6%	0.6%	1.2%	21	17
CC(=O)N1N=C(c2ccc(C)o2)CC1c1cccc(F)c1 (centres undefined)	i	35	0.6	1501	13%	2%	i	0.5	4%	-0.3%	1.2%	-6	-21
Cc1c(Br)c([N+](=O)[O-])nn1C(C)C(=O)NCc1ccco1 (centres undefined)	i	23	0.7	1091	8%	0%	i	0.2	9%	-0.7%	-0.2%	6	5
Cc1ccc2nc(SCC(=O)NCc3ccc(S(N)(=O)=O)cc3)[nH]c2c1	i	59	/	/	0%	-2%	i	0.5	16%	0.0%	0.9%	/	/
O=C(CSc1c2c(nc3ccccc13)CCCC2)NCc1ccco1	i	26	-1.1	1162	4%	21%	i	0.4	8%	-0.1%	4.4%	13	15
Nc1[nH]c(N=NC(=O)c2ccc(Cl)cc2)c2ccccc12	i	12	-0.6	987	-16%	25%	i	0.5	11%	-0.6%	0.8%	22	6
CCNS(=O)(=O)c1ccc(CCC(=O)O)cc1	i	37	-2.3	1103	-3%	8%	i	0.8	-2%	0.4%	-0.7%	8	13
O=C(NCc1ccccc1)c1ccc(Cl)c(NC2=NC3CS(=O)(=O)CC3S2)c1 (centres undefined)	i	35	/	/	/	-2%	i	2.0	-1%	0.6%	-0.3%	/	/
Cc1ccc(S(=O)(=O)NC2=NCN(C)CN2)cc1[N+](=O)[O-]	i	66	/	/	5%	8%	i	1.8	2%	0.0%	1.5%	/	/
Cc1cccc2sc(N(CCN(C)C)C(=O)c3cc(Cl)sc3Cl)nc12	i	20	-2.1	1178	-5%	2%	i	0.6	4%	-0.8%	0.1%	16	13
CN(CCOc1ccccc1)C(=O)c1ccc(Cl)c(S(=O)(=O)N2CCCCC2)c1	i	39	/	/	/	/	i	0.1	2%	/	0.6%	/	/
c1ccc(C(c2nnnn2Cc2ccco2)N2CCN(C3CCCC3)CC2)cc1 (centres undefined)	i	56	-3.3	1178	-4%	5%	i	0.0	-1%	0.2%	1.2%	-17	-4
Cc1ccc(C(=O)N2CCCCC2)cc1S(=O)(=O)N1CCCC1	i	10	/	/	-5%	-6%	i	3.0	11%	-0.6%	1.3%	/	/
COCCCNC(=S)N1CCN(S(=O)(=O)c2ccc(OC)cc2)CC1	i	48	-1.2	1021	-6%	3%	i	0.0	5%	0.2%	1.0%	2	11
CN(C)C(=O)c1ccc(NS(=O)(=O)c2ccc3c(c2)OCCO3)cc1	i	35	/	/	-6%	6%	i	0.4	7%	0.1%	0.7%	/	/
COc1ccc(-c2nc3ccccc3o2)cc1NC(=O)c1ccc(Br)o1	i	51	/	/	-8%	1%	i	0.5	11%	0.5%	3.4%	9	9
CC(C)(C)c1cc(C(=O)NNc2cc(C(F)(F)F)ccc2Cl)n(Cc2ccccc2)n1	i	19	0.8	1250	-12%	5%	i	0.4	2%	-0.9%	19%	/	/
Cc1cccc(NC(=S)N2CCN(S(=O)(=O)c3ccccc3)CC2)c1	i	18	/	/	-4%	8%	i	1.0	10%	-0.2%	-0.9%	/	/
CSCC[C@H](NC(=O)OC(C)(C)C)C(=O)N1CCC(C(=O)N[C@@H](C)C(=O)O)CC1	i	48	-7.8	946	-6%	3%	i	0.6	5%	0.4%	1.5%	40	2
CCOC(=O)C1C(=O)CC(C)(O)C(C(=O)OCC)C1c1cccs1 (centres undefined)	i	38	-0.7	1222	-15%	-1%	i	0.6	5%	0.0%	-0.2%	4	2
CCCCCCNC(=O)CCNS(=O)(=O)c1ccc(C)cc1	i	2	-1.1	1028	0%	16%	i	0.8	5%	-0.5%	-0.9%	-7	-5
Cc1ccc(-c2n[nH]c(S(C)(=O)=O)c2C#N)cc1	i	38	1.5	1252	-10%	15%	i	0.5	15%	0.2%	2.8%	/	/
O=S(=O)(c1ccc2ccccc2c1)N1CCCCCC1	i	41	0.6	1463	8%	-1%	i	0.6	5%	0.3%	-0.4%	-8	7
NC(=O)c1nnn(-c2ccc([N+](=O)[O-])cc2)c1-c1ccccc1	i	60	0.0	1075	-4%	9%	i	0.7	-4%	-0.3%	1.1%	/	/
CCCOc1c(Cl)cc(/C=N/O)cc1OCC	i	42	/	/	4%	15%	i	2.1	7%	0.5%	4.2%	4	8
CCOc1ccc(C(=O)NCC(=O)NCC(c2ccc(OC)cc2)N2CCOCC2)cc1OCC (centres undefined)	i	57	/	/	-3%	4%	i	0.7	8%	/	-1.2%	/	/

Next section; the last 2 above are carried over.
smiles	T cell HTS	T cell HTS vesicle-bound %	bCat nuc transl	bCat nuc transl cell count 5 µM	PhoP inhibition	Large T inhibition	Myeloid diff 2	Myeloid diff 2 GFP+ MAC1+ %	MgcRacGAP inhibition	West Nile virus CPE	RSV antiviral HEp-2	WT yeast gro inh	WT yeast gro inh mutant strain
CCCOc1c(Cl)cc(/C=N/O)cc1OCC	i	42	/	/	4%	15%	i	2.1	7%	0.5%	4.2%	4	8
CCOc1ccc(C(=O)NCC(=O)NCC(c2ccc(OC)cc2)N2CCOCC2)cc1OCC (centres undefined)	i	57	/	/	-3%	4%	i	0.7	8%	/	-1.2%	/	/
CCCn1c(=O)c(C(=O)Nc2ccccc2)c(O)c2ccccc21	i	38	-2.2	568	4%	1%	i	0.6	12%	0.1%	6.5%	4	-5
Cc1ccc(-n2nc3c(c2NC(=O)c2ccc4c(c2)OCO4)CS(=O)(=O)C3)cc1	i	20	/	/	1%	5%	i	0.2	10%	-0.1%	0.7%	/	/
O=C(CN1CCN(c2ccccc2O)CC1)Nc1ccccc1C(=O)NCCc1ccccc1	i	26	/	/	/	/	i	0.4	2%	/	0.0%	/	/
CC(C)(C)C1(O)CC(C(F)(F)F)=NN1C(=O)CCCc1ccccc1 (centres undefined)	i	39	-2.1	1101	-4%	7%	i	0.5	-4%	-0.7%	-0.2%	32	23
COC(=O)c1ccccc1NC1=C/C(=N\S(=O)(=O)c2ccc(C(=O)O)cc2)c2ccccc2C1=O	i	21	/	/	15%	18%	i	0.8	20%	-2.2%	-2.3%	/	/
N#Cc1cccc(NC(=O)CN2C(=O)NC3(CCCCCC3)C2=O)c1	i	32	/	/	/	/	i	0.7	3%	/	1.3%	/	/
Cc1ccc(OCCOC(=O)C2CCN(S(=O)(=O)c3ccc(C)c(C)c3)CC2)cc1	i	36	/	/	-6%	12%	i	0.6	3%	/	1.3%	/	/
O=c1oc2ccccc2n1CSC1=NCCS1	i	57	-3.9	930	8%	-2%	i	0.7	5%	1.0%	2.9%	-4	1
Cc1cccc(NC(=O)c2cc(N3C(=O)CCC3=O)ccc2Cl)n1	i	12	/	/	34%	10%	i	6.6	9%	-0.3%	0.5%	0	-3
NC(=O)CC[C@H](NC(=O)OCc1ccccc1)C(=O)OCc1ccc(Cl)cc1	i	31	/	/	-14%	8%	i	0.5	6%	0.7%	1.9%	-1	-14
CN1OC2C(=O)N(c3ccccc3)C(=O)C2C1c1ccc(F)cc1 (centres undefined)	i	8	-1.0	1454	-5%	19%	i	3.2	4%	-0.1%	-0.8%	10	13
NCCOc1ccccc1OCCN	i	60	-1.8	1067	6%	9%	i	0.5	10%	0.3%	2.0%	-10	5
